# sEH inhibitor: blocks human soluble epoxide hydrolase activity; P34913; recombinant human sEH enzymatic activity assay; inhibition, % at 2 µM; 91,000 tested, 0.34% active; in the data active = inhibition above about 80%; also: values of inactives mirror those of a sister screen read the other way; many of its hits are not listed in these tables
# Calb biofilm kill: kills Candida albicans biofilms. C. albicans biofilm + clotrimazole, Alamar Blue. inhibition, % at 6 µM. 85,000 tested, 0.14% active;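 active = inhibition above 20%; inactive = inhibition below 20%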;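 also: preformed 24 hr biofilms exposed to compound for 48 hr; 0% = biofilm without compound and 100% = blank killed by clotrimazole plus chlorhexidine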
# VCAM1 TNFa inh: reduces TNF alpha induced VCAM1 expression in HUVEC. HUVEC TNFa-induced VCAM-1 immunofluorescence, high-content imaging. inhibition, % at 2 µM. 95,000 tested, 0.48% active;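 active = inhibition above the batch mean plus 3 SD, with images confirmed as a hit by eye, cut at about 37% in these data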;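 also: 0% = TNF-stimulated DMSO wells and 100% = unstimulated control wells; not every result past the cut was called active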
# Smad3 FoxH1 inh: Smad3 (human) transcription factor binding inhibition | P84022 | TR-FRET Smad3/Dy647-FoxH1 peptide binding, europium anti-His | inhibition, % at 25 µM | 88,000 tested, 0.29% active | AID 630;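 active = compounds that reduce the energy-transfer binding signal between the protein and its labelled peptide by more than half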;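 also: 0% = Smad3 plus labelled peptide maximal FRET and 100% = peptide-only background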
# Target sequence (P84022 whole entry, looked up): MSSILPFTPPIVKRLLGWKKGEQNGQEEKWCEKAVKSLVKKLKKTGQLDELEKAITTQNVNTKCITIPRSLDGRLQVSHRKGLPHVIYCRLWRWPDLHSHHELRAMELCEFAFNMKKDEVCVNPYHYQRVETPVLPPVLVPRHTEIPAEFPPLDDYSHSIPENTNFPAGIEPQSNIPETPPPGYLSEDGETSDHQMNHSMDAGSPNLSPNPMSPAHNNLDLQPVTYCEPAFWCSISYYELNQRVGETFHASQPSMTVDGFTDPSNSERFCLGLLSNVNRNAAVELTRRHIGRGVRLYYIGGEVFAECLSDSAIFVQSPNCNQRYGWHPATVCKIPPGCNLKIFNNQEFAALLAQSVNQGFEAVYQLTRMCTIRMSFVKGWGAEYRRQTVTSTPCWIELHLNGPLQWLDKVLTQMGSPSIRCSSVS
# HUVEC tox TNFa: HUVEC cytotoxicity counter-screen, TNF alpha stimulated | AID 848 | cell count reduction, % at 2 µM | HUVEC TNFalpha-stimulated, Hoechst cell count, imaging | 93,000 tested, 0.17% active;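 active = cell count reduction exceeding the screen mean by over 5 SD, scaled to untreated wells per plate, cut at about 78% in these data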;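 also: cells counted after 24 h of TNF alpha exposure following the 1 h pretreatment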
# HUVEC tox IL1B: HUVEC cytotoxicity counter-screen, IL-1B stimulated; HUVEC cell count loss, Hoechst imaging; cell count reduction, % at 2 µM; 94,000 tested, 0.41% active; AID 845;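 active = cell count reduction more than 3 SD above the screen-wide mean, cut at about 70% in these data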;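 also: normalized per plate to untreated control cells as the no-loss baseline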
# sEH activator: increases human soluble epoxide hydrolase activity. P34913. purified human sEH enzymatic activity, activator screen. activation, % at 2 µM. 91,000 tested, 0.04% active. AID 717; in the data active = activation above about 37%; also: values of inactives mirror those of a sister screen read the other way
# cytoskel mod: alters cytoskeleton assembly in HUVEC cells; HUVEC TNFa F-actin phalloidin imaging, high content; inhibition, % at 2 µM; 91,000 tested, 0.18% active; AID 836;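 active = inhibition above the batch mean plus 3 SD and confirmed as a hit by visual image inspection, cut at about 30% in these data, passing the limit was not always enough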; also: strong numbers were not always called active
# ERb SRC1 inh: blocks coactivator binding to human estrogen receptor beta; TR-FRET ER-beta LBD / SRC1-Cy5 peptide binding; receptor agonist-loaded with 1 µM estradiol; inhibition, % at 25.6 µM; 86,000 tested, 1.3% active;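 active = compounds whose percent inhibition of the receptor-coactivator binding signal exceeds about 50% in the single-dose screen, limit read from the data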;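 also: 0% = receptor plus peptide wells without compound and 100% = peptide-only wells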
# Target sequence (Q92731 whole entry, looked up, the tested form may be a part): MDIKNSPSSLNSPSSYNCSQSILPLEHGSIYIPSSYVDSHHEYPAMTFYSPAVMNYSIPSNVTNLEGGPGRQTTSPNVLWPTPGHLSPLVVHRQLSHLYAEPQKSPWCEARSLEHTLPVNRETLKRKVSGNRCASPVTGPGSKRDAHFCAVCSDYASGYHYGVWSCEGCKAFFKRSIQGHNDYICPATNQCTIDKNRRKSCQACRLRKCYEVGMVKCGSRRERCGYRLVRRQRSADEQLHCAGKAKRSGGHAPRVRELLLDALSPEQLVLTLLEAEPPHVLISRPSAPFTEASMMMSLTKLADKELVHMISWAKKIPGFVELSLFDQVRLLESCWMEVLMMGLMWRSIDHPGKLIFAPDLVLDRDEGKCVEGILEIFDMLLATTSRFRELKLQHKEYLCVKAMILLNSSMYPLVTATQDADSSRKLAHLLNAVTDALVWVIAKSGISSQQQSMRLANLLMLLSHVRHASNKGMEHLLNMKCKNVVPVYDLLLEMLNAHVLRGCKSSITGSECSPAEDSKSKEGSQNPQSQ
# An asterisk follows results filed as active; x = not tested or not shown; [ ] = dose if it differs, or a comment. The list is partial. The share of hits here may be higher or lower than overall.
SMILES,sEH inhibitor,Calb biofilm kill,VCAM1 TNFa inh,Smad3 FoxH1 inh,HUVEC tox TNFa,HUVEC tox IL1B,sEH activator,cytoskel mod,ERb SRC1 inh
COc1ccc(C)cc1NC(=O)CSc1nnc(COc2ccccc2)n1Cc1ccco1,11,3,-5,-4,-3,-22,-12,22,-4
CN1C(=O)NC2C1N(S(C)(=O)=O)CCN2S(C)(=O)=O (stereo unspecified),-3,-2,-22,-4,-21,-44,4,6,4
CCc1nnc(NC(=O)CSc2nnc(-c3ccc(S(=O)(=O)N4CCCC4)cc3)n2CC)s1,5,-3,9,-6,11,-6,-2,-2,54*[fluorescence artefact?]
CCOc1ccc2[nH]c(S(=O)(=O)CC)nc2c1Cl,11,4,-13,-18,4,-32,-6,13,20[fluorescence artefact?]
Cc1c(N=Cc2c(O)n(C3CCCCC3)c(=O)[nH]c2=O)c(=O)n(-c2ccccc2)n1C,4,4,4,5,-4,-16,-2,16,-18
Cc1ccc(NC(=O)CCC(=O)NNC(=O)c2cccs2)cc1C,0,x,-2,x,0,-6,3,2,x
Cc1nnc(NC(=O)c2ccncc2)s1,-1,-1,10,-12,4,-3,2,-5,-4
FC(F)(F)c1cc(Oc2ccc(Cl)cc2)nc(-c2ccccn2)n1,-21,x,-10,x,-1,10,25,-14,x
COc1ccc(C(=O)NCC(=O)OCC(=O)NC(=O)NC2CCCCC2)cc1OC,-3,1,-5,10,-12,2,3,-18,7
Cc1cc2ccc(C)c(C)c2nc1SCC(=O)c1cccs1,9,x,1,x,5,5,-7,-20,x
Cc1cc(C)n2nc(C(=O)OCC(=O)c3cc(C)n(C)c3C)nc2n1,x,11,-10,9,-5,-7,x,1,51*[fluorescence artefact?]
Cc1ccc(-c2ccc(CCC(=O)O)n2NC(=O)c2cccs2)cc1,0,8,4,9,-32,-44,-1,18,-11
O=C(Nc1ccccc1Cl)N1CCN(c2ccc3nncn3n2)CC1,22,8,11,-2,-22,-4,-22,-6,-2
OC1(c2ccc3c(c2)OCO3)CCN(Cc2ccccn2)CC1,-12,6,6,-2,-12,44,10,12,13
CCOC(=O)c1sc(=S)n(-c2ccc(C)cc2)c1SC,-2,x,-7,x,-11,14,-1,0,x
CC1CN=C(c2cccn2Cc2ccc(F)cc2Cl)O1 (stereo unspecified),x,8,0,-1,-31,-40,x,11,-5[fluorescence artefact?]
CCCC(=O)Nc1ccc2c(c1)nc(CN1CCCCC1)n2C,-7,-1,5,6,-34,-22,9,10,-5
COC(=O)Nc1cccn(Cc2c(Cl)cccc2Cl)c1=O,9,x,-9,x,-2,-4,-11,-3,x
CCSc1ccccc1C(=O)NCc1ccco1,-9,3,-1,-21,17,13,9,-2,2
Cc1cc(C)c(C#N)c(SCc2ccccc2)n1,7,5,-2,-6,-12,91*,-8,19,-3
O=C(CSc1nc2ncccc2[nH]1)c1ccc(F)cc1,-3,4,17,8,-21,-9,2,12,-14
Cn1c(=O)c2c(ncn2CC(=O)Nc2ccccc2)n(C)c1=O,-4,2,11,0,-23,-10,2,4,-11
CC(Sc1nnc(Cc2cccs2)n1C1CCCCC1)C(=O)N1CCc2ccccc21 (stereo unspecified),-4,4,6,-5,-6,-18,4,-2,-2
CCOc1cccc2cc(C(=O)N3CCc4ccccc43)c(=O)oc12,-5,2,11,3,-8,-73,5,-4,-5
O=C(CCCn1c(=O)c2sccc2n(Cc2ccc(F)cc2)c1=O)NCc1ccco1,-1,0,13,-5,-21,9,0,12,-5
# (next part)
SMILES,sEH inhibitor,Calb biofilm kill,VCAM1 TNFa inh,Smad3 FoxH1 inh,HUVEC tox TNFa,HUVEC tox IL1B,sEH activator,cytoskel mod,ERb SRC1 inh
CCn1c(CNc2ccc(Cl)cc2)nnc1SCCN1CCCCC1,8,3,13,-13,-54,4,-6,12,-8
COc1ccc(-c2nc3ccc(N4CCCC4)cc3c(=O)[nH]2)cc1OC,14,x,5,x,4,0,-13,-11,x
CCCCCC/C(=N/O)c1ccccn1,16,13,7,-4,-17,-3,-17,0,14
Cc1cc2ncn(C(=O)N3CCC(C)CC3)c2cc1C,-6,11,-28,3,-25,7,9,0,-30[fluorescence artefact?]
COc1cccc(C(=O)N2CCN(C3CCN(Cc4ccccc4)CC3)CC2)c1,7,0,11,16,2,1,-6,-2,2
S=c1nc(-c2ccccc2)oc2c1CCCC2,4,x,11,x,-4,14,-1,-6,x
CCOC(=O)C1CCN(C(=O)COc2cccc(C)c2)CC1,-6,5,3,7[fluorescence artefact?],0,14,5,4,4[fluorescence artefact?]
Cc1csc(NC(=O)CCn2c(=O)sc3ccccc32)n1,7,6,11,-5,-27,5,-8,8,-1
CCOC(=O)c1cc(C)n(Cc2ccc(OCC)c(OC)c2)c1C,-7,9,9,-11,-3,-5,9,2,6
O=C(Nc1ccc(CN2CCOCC2)cc1)c1cc2ccccn2n1,7,9,0,-5,-4,0,-8,-18,3
CCCN1C(=O)c2ccc(C(=O)Nc3nccs3)cc2C1=O,6,-5,3,-3,-11,-15,-6,8,-2
Cc1cc(C)c2cc(C(c3nnnn3CC3CCCO3)N3CCN4CCCC4C3)c(=O)[nH]c2c1 (stereo unspecified),-9,2,-2,-5,-10,0,10,41,-8
CCOc1cc(/C=N/n2cnnc2)ccc1OCC(=O)Nc1ccccc1OC,1,10,12,10,-15,-155,-1,-8,-4
CCCCNC(=O)CSc1cc(=O)n(C)c2ccccc12,x,10,0,21[fluorescence artefact?],40,22,x,31*,4[fluorescence artefact?]
COc1ccccc1N1CCN(C(=O)CN(CCc2ccccc2)S(C)(=O)=O)CC1,2,9,8,-9,-36,-7,-3,16,8
CCC1CCCCN1CCCNC(=O)c1ccc(CS(=O)(=O)Cc2ccccc2F)o1 (stereo unspecified),2,0,-23,7,-15,41,0,-7,19
COc1cc(Cn2c(=O)oc3ccc(C)cc32)ccc1OC(C)C,-2,3,8,11,-29,13,3,11,-5[fluorescence artefact?]
CCOC(=O)c1sc2nc(CC(=O)OC)nc(NCc3ccco3)c2c1C,-15,5,9,1,-10,-30,14,-6,17
COc1ccc(CNC(=O)/C=C/c2cc([N+](=O)[O-])ccc2OC(F)F)cc1,24,x,20,x,-25,-3,-21,15,x
CCOc1ccc(NC(=O)N(C2CCCCCC2)C2CCN(C(C)=O)CC2)cc1,8,1,-17,8,-6,-6,-11,-7,-16
COc1ccccc1-n1cnnc1SC1CCOC1=O (stereo unspecified),4,-1,7,-2,-20,-16,-6,-4,-6
Cc1cc(NC(=O)C(C)C)ncc1NC(=O)Cc1ccccc1,4,9,-4,12[fluorescence artefact?],-2,5,-4,-6,-36[fluorescence artefact?]
CCOc1ccc(-n2c(Cc3cc(=O)[nH]c(=O)[nH]3)nnc2SCC(=O)OC)cc1,-9,2,-6,1,-6,-4,10,-1,-14[fluorescence artefact?]
Cc1cccc(CCNC(=O)C2CCN(S(=O)(=O)c3c(C)nn(C)c3C)CC2)c1,47,9,8,5,4,9,-47,-8,5
CCOC(=O)c1cccc(NC(=O)CN(c2ccc(C)cc2)S(=O)(=O)c2c(C)n[nH]c2C)c1,-8,-4,19,4,24,-16,12,0,0
# (listing goes on)
SMILES,sEH inhibitor,Calb biofilm kill,VCAM1 TNFa inh,Smad3 FoxH1 inh,HUVEC tox TNFa,HUVEC tox IL1B,sEH activator,cytoskel mod,ERb SRC1 inh
CCc1cc2c(cc(C(=O)O)n2C)s1,9,9,-9,7,-7,6,-9,x,1[fluorescence artefact?]
Cn1c(Oc2ccccc2NCc2cccc(Br)c2)cc(=O)n(C)c1=O,4,5,7,-1,4,-17,-2,2,-9
CCn1c(SCC(=O)c2ccc(NS(=O)(=O)c3ccccc3)cc2)nnc1-c1cccs1,4,8,34,7,22,-10,-2,-22,-4
COc1ccccc1N1CCN(C(=O)Cc2cccs2)CC1,4,-1,13,-17,-12,9,-4,-1,7[fluorescence artefact?]
CCOC(=O)CSc1nnc(CCc2nc3ccccc3[nH]2)n1C,-11,4,-38,0,x,8,9,3,-5
CC(=O)Nc1cc(NC(C)=O)cc(C(=O)NC(C)(C)C)c1,x,1,8,-2,-19,-10,x,-37,-8
CCN1CCN(C(=O)c2ccc(Cl)c(S(=O)(=O)N3CCOCC3)c2)CC1,-1,4,10,4,1,-2,1,-12,0[fluorescence artefact?]
CCC(C)(C)NC(=O)C(c1ccccc1F)N(Cc1ccco1)C(=O)c1csnn1 (stereo unspecified),-7,0,34,13,-24,14,4,28,-5
COc1ccc2[nH]c(=O)c(CN(CC3CCCO3)C(=O)Nc3ccccc3OC)cc2c1 (stereo unspecified),6,-2,-1,-2,-18,5,-5,28,-5
Cc1ccc(OCC2Cn3c(nc4c3c(=O)[nH]c(=O)n4C)O2)cc1 (stereo unspecified),-3,x,-2,x,-9,-18,4,-40,x
N#CCCn1cnc2ccccc21,0,3,3,6,-4,84*,3,-10,1
Cc1cccn2c(=O)c(/C=C(\C#N)S(=O)(=O)c3ccc(Cl)cc3)c(N3CCC(C(N)=O)CC3)nc12,14,45*,19,0,10,28,-12,-5,3
Cc1oc2c(c1C(=O)c1ccc(Cl)cc1)C(=O)C(=O)c1ccccc1-2,12,x,11,x,-8,-26,-8,-2,x
COc1ccccc1NC(=O)CN1CCN(c2ccc(Cl)cc2)CC1,15,4,-2,4,7,-26,-17,-26,4[fluorescence artefact?]
Cc1ccc(OCCNC(=O)c2cc(-n3cnnc3)ccc2Cl)cc1C,-2,x,12,x,-2,-18,4,0,x
CCOC(=O)Cc1cc(=O)n2[nH]c(-c3ccccc3)cc2n1,-3,5,10,2,-14,-10,2,-21,-16[fluorescence artefact?]
CC(C)C(=O)Nc1cccc(C(=O)Nc2nccs2)c1,-8,5,0,7,-47,-10,7,-15,-4
CC(C)CCNC(=O)C12CN(Cc3ccccc3)CC1C(c1ccc([N+](=O)[O-])cc1)=NO2 (stereo unspecified),6,x,-9,x,-7,-3,-8,-39,x
CN1CCN(S(=O)(=O)c2ccc3c(c2)NC(=O)C2CCCN32)CC1 (stereo unspecified),-13,x,12,x,-27,-1,15,12,x
COc1ccc(-c2csc(N(CC3CCCO3)C(=O)c3ccco3)n2)cc1 (stereo unspecified),-8,5,3,11,-14,-14,8,-9,-6
COc1ccccc1-c1cc(-c2ccc(C)cc2)nc(SCc2nnc(-c3ccccc3)o2)c1C#N,-5,x,7,x,4,5,3,-15,x
COc1ccc(C2=Nn3c(nnc3-c3cccnc3)SC2)cc1,-2,11,-26,7,-7,-55,0,11,58*[fluorescence artefact?]
CCN(CC)CCN(C(=O)Cn1nnc(-c2ccc(OC)c(OC)c2)n1)C(C(=O)NC1CCCC1)c1ccc(F)cc1 (stereo unspecified),-13,x,-1,x,-34,0,11,20,x
Cc1nc(NS(=O)(=O)c2ccccc2)sc1NC(=O)OCCN(C)C,-4,1,10,-8,-13,-13,6,15,2
COC(=O)C1=C(C)OC(N)=C(C#N)C1c1ccco1 (stereo unspecified),-8,5,19,5,0,-34,10,-1,26
CCOC(=O)c1oc2nc(C)c3c(c2c1N)CC(C)(C)OC3,x,3,2,7,-12,20,x,-12,-10
CC(=O)N1CCCc2ccccc21,-16,4,-18,3,-13,-88,15,-6,5
COC(=O)c1sc2ncccc2c1OCc1ccc(Cl)cc1Cl,-10,x,8,x,12,16,9,-15,x
CCn1cc(C(=O)NCCN(C)CCc2ccccc2)c(=O)c2cc(S(=O)(=O)N(C)C)ccc21,-4,2,-6,10,6,14,0,21,1
O=C(CN1C(=O)COc2ccccc21)NCc1ccccn1,4,4,-7,-9,-9,-1,-5,-20,-5

# Bioassay records from PubChem BioAssay.
